Compound activity as filed in PubChem.
HttQ103 aggreg – inhibitors of mutant huntingtin aggregate formation in PC12 cells; PC12 HttQ103-GFP aggregates, Acumen cytometry, 40 h; Potency, µM (highest dose often 46.1 µM), for the others: at the highest dose activity change, negative = inhibition, actives largely listed as inhibitors; 220,000 compounds, 1.1% hits; note: % is set by controls: 0 for no effect and ±100 for the full control effect; nearly all actives have a fitted effect of over 60% in size
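PC12 cells stably carrying ecdysone-inducible HTT exon 1 Q103–GFP were induced with tebufenozide (100 nM final) and treated with library compounds in titration. GFP aggregates in lysates were counted by laser scanning cytometry.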
SMN2 splice enh – enhancers of SMN2 splice variant expression | HEK293 SMN2-luciferase splicing reporter, luminescence, 30-36 h | Potency, µM (doses to about 46.1 µM), for the others: top-dose activity change, positive = activation, most hits filed as activators | 210,000 compounds, 2.8% hits | AID 1458; note: % of control where 0% means no effect; nearly all actives have a fitted effect of over 55% in size
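qHTS luciferase splicing reporter: luminescence rises when SMN2 exon 7 is included in transfected HEK293 cells. Compound exposure lasted 30-36 h at 37C, with 4.5 mM final sodium butyrate as control, followed by a ONE-Glo read.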
Tau fibril FP – blocks human tau fibril formation measured by polarization | K18 P301L tau heparin fibrillization, Alexa594 FP, 6 h | Potency, µM (titrated, usually from 57.7 µM), for inactives: top-dose activity, negative = inhibition, usual class: inhibitors | 280,000 compounds, 0.39% hits; note: % is set by controls: 0 for no effect and ±100 for the full control effect; nearly all actives have a fitted effect of over 55% in size
Target sequence (P10636 561-689 P618L limits assumed): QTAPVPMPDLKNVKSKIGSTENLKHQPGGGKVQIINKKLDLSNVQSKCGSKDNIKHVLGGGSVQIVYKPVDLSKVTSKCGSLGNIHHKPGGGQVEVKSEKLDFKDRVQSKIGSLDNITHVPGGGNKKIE
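Compound effects on tau fibrillization are measured by Alexa 594 fluorescence polarization (ex 555, em 632 nm). K18 P301L tau is used at 15 uM with 0.24 uM labeled tracer, and 20 uM heparin induces aggregation over 6 hr at 37 C.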
KDM4E inh – blocks human JMJD2E demethylase activity; Potency, µM (series often up to 57.1 µM), without a hit: at the top dose activity change, negative = inhibition, most hits filed as inhibitors; 230,000 compounds, 1.6% hits; B2RXH2; JMJD2E catalytic domain, FDH-coupled NADH fluorescence (FDH is formaldehyde dehydrogenase); active = well fitted inhibition curve with a large enough effect, not every such curve was filed as active; inconclusive = small, poorly fitted or top-dose-only effect, or another doubt; inactive = no such curve, though single readings can be large or run the other way;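 note: 0% = wells with enzyme and -100% = buffer wells without enzyme; nearly all actives have a fitted effect of over 50% in size; many of its hits are not listed in these tables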
Target sequence (B2RXH2 1-337 limits assumed): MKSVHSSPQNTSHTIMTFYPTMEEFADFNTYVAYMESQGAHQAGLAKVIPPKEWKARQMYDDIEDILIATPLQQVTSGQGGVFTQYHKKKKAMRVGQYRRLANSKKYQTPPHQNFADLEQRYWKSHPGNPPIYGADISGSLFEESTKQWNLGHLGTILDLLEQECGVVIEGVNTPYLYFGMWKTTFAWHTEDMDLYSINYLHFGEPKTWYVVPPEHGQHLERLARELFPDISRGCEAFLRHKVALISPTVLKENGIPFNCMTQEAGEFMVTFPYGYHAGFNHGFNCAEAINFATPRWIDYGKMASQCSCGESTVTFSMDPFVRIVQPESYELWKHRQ
Tau fluor counter – counter-screen for tau fibril formation inhibitors | tau K18 P301L Alexa594 fluorescence, heparin fibrillization | Potency, µM (top dose mostly 57.7 µM), for inactives: at the top dose activity change, negative = decrease | 280,000 compounds, 0.93% hits; note: % is set by controls: 0 for no effect and ±100 for the full control effect; nearly all actives have a fitted effect of over 55% in size
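Human K18 P301L tau (15 uM unlabeled plus 0.24 uM Alexa 594-labeled, final) in 100 mM sodium acetate pH 7 was mixed with compound and 20 uM heparin and incubated 6 hr at 37 C.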
Tau fibril ThT – inhibitors of human tau fibril formation, thioflavin T binding; Potency, µM (doses to about 57.4 µM), without a hit: at the highest dose activity, negative = inhibition, most hits filed as inhibitors; recombinant tau K18 P301L, heparin-induced fibrillization, ThT fluorescence; 270,000 compounds, 2.1% hits; P10636; AID 1460; note: % is set by controls: 0 for no effect and ±100 for the full control effect; nearly all actives have a fitted effect of over 55% in size
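Using a mix of unlabeled (15 uM) and Alexa 594-labeled (0.24 uM) tau K18 P301L, heparin-triggered fibrillization over 6 hr at 37 C was scored by ThT fluorescence.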
ALDH1A1 inh – inhibitors of human aldehyde dehydrogenase 1A1; P00352; Purified ALDH1A1, NADH fluorescence, propionaldehyde substrate; Potency, µM (highest dose often 75.3 µM), inactives show at the top dose activity, negative = inhibition, actives largely listed as inhibitors; 220,000 compounds, 7.3% hits; AID 1030; active = well fitted inhibition curve with a large enough effect, not every such curve was filed as active; inconclusive = small, poorly fitted or top-dose-only effect, or another doubt; inactive = no such curve, though single readings can be large or run the other way;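 note: plate controls were no enzyme wells and a reference inhibitor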
Target sequence (P00352 whole entry, looked up): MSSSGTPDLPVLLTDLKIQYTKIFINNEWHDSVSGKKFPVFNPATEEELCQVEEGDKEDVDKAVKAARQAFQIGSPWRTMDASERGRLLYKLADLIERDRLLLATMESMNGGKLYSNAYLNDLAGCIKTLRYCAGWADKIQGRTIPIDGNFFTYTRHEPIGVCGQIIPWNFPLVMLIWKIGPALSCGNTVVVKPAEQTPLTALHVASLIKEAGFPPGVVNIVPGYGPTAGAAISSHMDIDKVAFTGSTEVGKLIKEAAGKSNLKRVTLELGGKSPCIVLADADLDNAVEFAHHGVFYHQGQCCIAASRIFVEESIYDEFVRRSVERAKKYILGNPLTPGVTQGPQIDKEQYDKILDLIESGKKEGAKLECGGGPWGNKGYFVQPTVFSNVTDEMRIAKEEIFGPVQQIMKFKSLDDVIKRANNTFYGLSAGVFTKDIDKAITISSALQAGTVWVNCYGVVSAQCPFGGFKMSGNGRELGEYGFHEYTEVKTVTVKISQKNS
HTT cytoprotect – cytoprotection in Huntington HTT-Q103 PC12 cell model. 230,000 compounds, 0.14% hits. Potency, µM (highest dose often 56.4 µM), inactives show cytoprotection (ATP increase), hits mostly activators. PC12 HTT-Q103 induced, cytoprotection, ATP luminescence, 40 h;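 note: % of control where 0% means no effect; nearly all actives have a fitted effect of over 45% in size; toxic huntingtin expression switched on by the ecdysone agonist tebufenozide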
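Quantitative HTS on tebufenozide-induced (100 nM) PC12 cells expressing HTTQ103 exon 1–GFP; compounds tested as a concentration series; survival measured via cellular ATP.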
Numbers without * were called inactive; [ ] = dose if it differs, or a comment. Unless noted, calls come from the whole dose curve; as a rule, active = well fitted curve in the direction sought with a large enough effect; inconclusive = small, poorly fitted or top-dose-only effect, or another doubt; inactive = no such curve, though single readings can be large; an effect the other way counts as inactive or inconclusive. Potency is the fitted concentration of half-maximal effect.

Screening CCC(OC(=O)c1cccs1)C(=O)NCc1ccc(C)cc1 (stereo unspecified) returned HttQ103 aggreg 3.1%[9.22 µM], SMN2 splice enh 2.1%, Tau fibril FP 8.1%, KDM4E inh 5.4%, Tau fluor counter -6.7%, Tau fibril ThT 0.4%, ALDH1A1 inh -8.6% and HTT cytoprotect 17.1%[10 µM].
For O=C(COC(=O)C1CCN(S(=O)(=O)c2ccc3c(c2)OCCO3)CC1)Nc1cc(C(F)(F)F)ccc1Cl the results were HttQ103 aggreg -7.4%, SMN2 splice enh -11.1%, Tau fibril FP -1.7%, KDM4E inh -6.1%, Tau fluor counter -9.1%, Tau fibril ThT -3.8%, ALDH1A1 inh 5.5% and HTT cytoprotect 23.5%[10 µM].
Screening O=C(CSc1nc2ccccc2s1)N1N=C(c2cccs2)CC1c1ccc(F)cc1 (stereo unspecified) returned HttQ103 aggreg 3.9%, SMN2 splice enh 12.9%, Tau fibril FP -6.1%, KDM4E inh inconclusive, Tau fluor counter -14.5%, Tau fibril ThT -5.6%, ALDH1A1 inh inconclusive and HTT cytoprotect 9.8%[10 µM].
CC/C(=N\NC(=S)Nc1ccc(OC)cc1)c1ccc(OC(F)F)cc1 was read as HttQ103 aggreg -15.4%, SMN2 splice enh -13.2%, Tau fibril FP 7.1%, KDM4E inh -3.0%, Tau fluor counter inconclusive, Tau fibril ThT inconclusive and ALDH1A1 inh -4.7%.
For Cc1oc(-c2cccc(Cl)c2)nc1CSCC(=O)NCc1ccccc1Cl the results were SMN2 splice enh -6.4%, Tau fibril FP -0.5%, Tau fluor counter -25.9% and Tau fibril ThT inconclusive.
`O=C(Nc1c(Cl)ccc2nsnc12)c1cccnc1` gave HttQ103 aggreg 9.7%, SMN2 splice enh 13.3%, Tau fibril FP -0.4%, KDM4E inh -7.9%, Tau fluor counter -6.0%, Tau fibril ThT -14.1% and ALDH1A1 inh -0.2%.
Cc1cc(C)c2nc(N3CCCC3)c(C#N)cc2c1 was read as HttQ103 aggreg 0.2%, SMN2 splice enh -9.5%, Tau fibril FP -7.1%, KDM4E inh inconclusive, Tau fluor counter -3.7%, Tau fibril ThT inconclusive, ALDH1A1 inh -12.4% and HTT cytoprotect -26.6%[10 µM].
CC(=O)Nc1cccc(NC(=S)Nc2ccc(F)cc2F)c1 was read as HttQ103 aggreg -5.7%, SMN2 splice enh inconclusive, Tau fibril FP -4.4%, KDM4E inh inconclusive, Tau fluor counter -13.1%, Tau fibril ThT inconclusive and ALDH1A1 inh inconclusive.
`COc1ccc(/C=N/Nc2nc(Nc3ccccc3)nc(N3CCCCC3)n2)c(OC)c1` gave HttQ103 aggreg -9.5%, SMN2 splice enh -21.5%, Tau fibril FP 12.1%, KDM4E inh -15.6%, Tau fluor counter inconclusive, Tau fibril ThT -15.2%, ALDH1A1 inh 7.3% and HTT cytoprotect 8.4%[10 µM].
Cc1ccc2sc(NNC(=O)c3cc(-c4cccs4)nc4ccccc34)nc2c1C was read as HttQ103 aggreg 10.3%, SMN2 splice enh -46.9%[inhibitor], Tau fibril FP 9.4%, KDM4E inh inconclusive, Tau fluor counter inconclusive, Tau fibril ThT inconclusive and ALDH1A1 inh inconclusive.
CSc1cccc(CN2CCN(CCC(C)C)C(CCO)C2)c1 (stereo unspecified) was read as HttQ103 aggreg -19.9%, Tau fibril FP -2.4%, KDM4E inh 8.5%, Tau fluor counter -12.0%, Tau fibril ThT -4.3%, ALDH1A1 inh 9.4% and HTT cytoprotect -30.8%[inhibitor].
O=C(Nc1ccc(Cl)cc1C(=O)NCc1cccnc1)c1ccco1 was read as HttQ103 aggreg -18.9%, SMN2 splice enh inconclusive, Tau fibril FP -12.4%, KDM4E inh -1.8%, Tau fluor counter -3.1%, Tau fibril ThT -5.9%, ALDH1A1 inh 4.8% and HTT cytoprotect -4.7%[0.074 µM].
For N#C/C(=N/Nc1ccccc1F)C(=N)N1CCOCC1 the results were HttQ103 aggreg -1.1%, SMN2 splice enh 4.6%, Tau fibril FP 2.6%, KDM4E inh -2.2%, Tau fluor counter -6.4%, Tau fibril ThT -11.3%, ALDH1A1 inh -0.8% and HTT cytoprotect -13.6%.
`COc1ccc(OC)c(NC(=O)c2ccno2)c1` gave HttQ103 aggreg -15.5%, SMN2 splice enh 27.0%, Tau fibril FP 9.4%, KDM4E inh -1.6%, Tau fluor counter -10.7%, Tau fibril ThT -18.2%, ALDH1A1 inh -1.9% and HTT cytoprotect -33.5%[inhibitor].
Screening CCCc1cc(NCCCn2ccnc2)n2nc(C)c(-c3ccccc3)c2n1 returned HttQ103 aggreg 0.9%[9.22 µM], Tau fibril FP 3.7%, KDM4E inh -152.2%, Tau fluor counter -19.2%, Tau fibril ThT -11.4% and HTT cytoprotect -21.3%[10 µM].
Cc1ccc(Cn2ccc(O)c(Cc3ccccc3)c2=O)cc1 was read as HttQ103 aggreg 13.7%[9.22 µM], SMN2 splice enh 6.1%, Tau fibril FP -4.3%, KDM4E inh -8.3%, Tau fluor counter 2.9%, Tau fibril ThT 2.4%, ALDH1A1 inh 7.8% and HTT cytoprotect -2.0%.
For CCCCN(C(=O)CNC(=O)c1cccs1)C(C(=O)NC1CCCC1)c1ccncc1 (stereo unspecified) the results were HttQ103 aggreg -11.2%[9.22 µM], Tau fibril FP 11.3%, KDM4E inh inconclusive, Tau fluor counter -54.6%, Tau fibril ThT inconclusive, ALDH1A1 inh inconclusive and HTT cytoprotect -7.3%[10 µM].
For COc1ccc(-c2cc(C(=O)N3CCCCC3)no2)cc1OC the results were HttQ103 aggreg -10.7%, SMN2 splice enh 14.3%, Tau fibril FP 1.2%, KDM4E inh 2.5%, Tau fluor counter -9.7%, Tau fibril ThT -11.7%, ALDH1A1 inh -8.8% and HTT cytoprotect -21.0%.
For CC(=O)Nc1ccc(S(=O)(=O)Nc2nc(CN3CCOCC3)nc3sc4c(c23)CCCC4)cc1 the results were HttQ103 aggreg 21.4%, SMN2 splice enh 6.1%, Tau fibril FP 5.2%, KDM4E inh inconclusive, Tau fluor counter -9.4%, Tau fibril ThT -15.7%, ALDH1A1 inh inconclusive and HTT cytoprotect -0.9%.
`COc1ccccc1/C=N/N(C(C)=O)c1nc(-c2ccc(F)cc2)cs1` gave HttQ103 aggreg 8.1%, SMN2 splice enh inconclusive, Tau fibril FP -3.5%, KDM4E inh 0.0%, Tau fluor counter -26.1%, Tau fibril ThT inconclusive, ALDH1A1 inh 2.9% and HTT cytoprotect -67.7%[inhibitor].
O=C(NNc1c2ccccc2nc2ccccc12)C12CC3CC(CC(C3)C1)C2 was read as HttQ103 aggreg 7.4%[9.22 µM], Tau fibril FP inconclusive, KDM4E inh inconclusive, Tau fluor counter inconclusive, Tau fibril ThT -12.4% and HTT cytoprotect -10.4%[10 µM].
CC1=NNC(=O)c2ccccc2O1 was read as HttQ103 aggreg 13.3%, SMN2 splice enh 11.7%, Tau fibril FP -5.1%, KDM4E inh inconclusive, Tau fluor counter 5.1%, Tau fibril ThT 0.0%, ALDH1A1 inh -8.8% and HTT cytoprotect 16.1%[10 µM].
Screening CCOC(=O)c1c(C)[nH]c(C(=O)N/N=C\c2ccccc2Cl)c1C returned HttQ103 aggreg 30.8%, SMN2 splice enh inconclusive, Tau fibril FP -12.1%, KDM4E inh 2.9%, Tau fluor counter -23.7%, Tau fibril ThT -14.5%, ALDH1A1 inh -16.3% and HTT cytoprotect -16.0%[10 µM].
Screening c1ccc(-c2nn[nH]n2)cc1 returned HttQ103 aggreg 8.6%[9.22 µM], Tau fibril FP -0.5%, KDM4E inh 5.7%, Tau fluor counter 7.5%, Tau fibril ThT 8.1% and HTT cytoprotect -2.9%[10 µM].
Screening Oc1ccc(Cl)cc1C1=NNC(c2cccs2)C1 (stereo unspecified) returned HttQ103 aggreg 14.8%[9.22 µM], Tau fibril FP -12.5%, KDM4E inh inconclusive, Tau fluor counter inconclusive, Tau fibril ThT inconclusive and HTT cytoprotect 29.4%[10 µM].
`Cc1ccc(Nc2cc(C)nc3nc(C)nn23)cc1` gave HttQ103 aggreg 8.0%, SMN2 splice enh 1.2%, Tau fibril FP 5.8%, KDM4E inh -7.5%, Tau fluor counter -1.8%, Tau fibril ThT -0.1%, ALDH1A1 inh -5.8% and HTT cytoprotect -14.9%.
For CC(C)Oc1cccc(C2CC(=O)Nc3cc4c(cc32)OCO4)c1 (stereo unspecified) the results were SMN2 splice enh -45.5%[inhibitor], Tau fibril FP 6.7%, Tau fluor counter -17.3% and Tau fibril ThT -9.5%.
`CCCCCSc1nnc2c(n1)OC(c1ccc(C)s1)N(C(C)=O)c1ccccc1-2` (stereo unspecified) gave SMN2 splice enh inconclusive, Tau fibril FP inconclusive, Tau fluor counter inconclusive and Tau fibril ThT inconclusive.
For Cn1c(CN2CCCCC2)nc2cc(NC(=O)c3ccc(F)cc3)ccc21 the results were HttQ103 aggreg 7.8%[9.22 µM], SMN2 splice enh -58.7%[inhibitor], Tau fibril FP 8.3%, KDM4E inh -0.8%, Tau fluor counter -1.4%, Tau fibril ThT -5.3%, ALDH1A1 inh 3.6% and HTT cytoprotect -23.8%[0.074 µM].
`Nc1c(CO)nnn1-c1ccccc1` gave HttQ103 aggreg -3.1%, SMN2 splice enh -4.4%, Tau fibril FP 5.6%, KDM4E inh 11.7%, Tau fluor counter 5.2%, Tau fibril ThT 6.1% and ALDH1A1 inh 2.0%.
Screening CCN1C(=O)N[C@@H](c2ccccc2)C1=O returned HttQ103 aggreg -1.9%[20.6 µM], SMN2 splice enh -5.9%[20.6 µM], KDM4E inh -1.3%[25.5 µM], ALDH1A1 inh 0.6%[20.9 µM] and HTT cytoprotect -49.5%[inhibitor][17.1 µM].
`CC(C)=C1C2CCC1C(C(=O)NCc1ccccc1)C2C(=O)O` (stereo unspecified) gave HttQ103 aggreg -8.6%, SMN2 splice enh 4.8%, Tau fibril FP 0.3%, KDM4E inh 2.1%, Tau fluor counter 0.0%, Tau fibril ThT -6.5%, ALDH1A1 inh 10.4% and HTT cytoprotect -4.5%.

Only part of the results is shown; rates above refer to the full screens.
